Assay outcomes deposited in PubChem by Broad Institute.
FN deposit inh – inhibitors of fibronectin matrix deposition, primary screen, AH1F cells, Alexa488-fibronectin fluorescence, plate reader; AH1F fibroblasts, overnight; inhibition, % at 12.6 µM; 350,000 compounds, 0.086% hits; AID 743247, 2014;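 active = mean inhibition across replicates of 30% or more, regardless of how many single replicates reach that level; inconclusive = mean under 30% yet at least half of replicates reach 30%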;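 note: positive control wells lacked labelled fibronectin entirely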
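Material: AH1F fibroblasts assembling fluorescent fibronectin matrix; amount: 10000 AH1F cells/well; medium: DMEM, 2% serum; reagent: Alexa488-fibronectin, 24 nM final in well; dosing: single compound dose, delivered by pin transfer; incubation: 1 h adhesion, overnight exposure; detection: fluorescence after three HBSS washes, excitation 485 nm, emission 525 nm; measure: fibronectin deposition inhibition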
S100A4 inh HTS – inhibitors of S100A4-myosin IIA peptide binding, primary screen, biochemical, fluorescence polarization, TAMRA-MyoIIA peptide; Protein S100-A4 (Homo sapiens), P26447; inhibition, % at 10.7 µM; 360,000 compounds, 0.14% hits;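 active = mean inhibition of at least 70% across replicates, with every replicate also reaching that level; inconclusive = mean inhibition reaches 70% but some replicates fall short; inactive = mean inhibition below 70%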
Target sequence (P26447 whole entry, looked up): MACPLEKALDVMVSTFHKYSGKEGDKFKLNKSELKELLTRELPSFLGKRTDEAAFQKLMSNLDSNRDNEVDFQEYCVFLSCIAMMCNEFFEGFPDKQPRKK
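Material: human S100A4 monomer with TAMRA-labelled myosin IIA peptide; buffer or medium: HEPES pH 7.2 with CaCl2, KCl, NaCl, DTT, Triton; compound dosing: one concentration per compound; schedule: 5 min incubation before reading; benchmarks: neutral control DMSO, positive control TFP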
SIRT5 block – SIRT5 desuccinylase inhibitors, primary screen, biochemical, fluorescence imaging, single point, set 5; Purified SirT5, succinyl-peptide AMC, trypsin-coupled fluorescence; inhibition, % at 15 µM; 330,000 compounds, 1.1% hits; NAD-dependent protein deacylase sirtuin-5, mitochondrial (Homo sapiens), Q9NXA8; in the data active = inhibition above about 15%; inconclusive = no clear call, values can overlap the other calls
Target sequence (Q9NXA8 whole entry, looked up): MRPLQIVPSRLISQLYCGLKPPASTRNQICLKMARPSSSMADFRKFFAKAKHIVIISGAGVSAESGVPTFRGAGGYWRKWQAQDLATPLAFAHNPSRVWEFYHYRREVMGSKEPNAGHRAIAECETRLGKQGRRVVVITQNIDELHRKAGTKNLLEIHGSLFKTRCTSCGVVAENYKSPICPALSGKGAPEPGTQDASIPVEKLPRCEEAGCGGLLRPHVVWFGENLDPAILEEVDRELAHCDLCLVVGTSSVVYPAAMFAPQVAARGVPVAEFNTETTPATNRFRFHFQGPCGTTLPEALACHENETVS
esBAF inh – Bmi1 luciferase reporter increase in mESCs, primary screen, esBAF inhibitor project, mouse ES cells, Bmi1 luciferase knock-in, single point; reporter increase, % at 12.5 µM; 24 h; 100% = twice the neutral-well signal; 350,000 compounds, 2% hits; in the data active = activation above about 40%; inconclusive = no clear call, values can overlap the other calls;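 note: 0% = median of the plate's neutral control wells and 100% = double that signal; a rise in the Bmi1 reporter signal indicates esBAF inhibition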
Statin myotox sup – suppressors of statin myotoxicity in C2C12 myotubes, primary screen, cell-based, single point, plate reader; C2C12 myotubes + simvastatin, ATP luminescence, 48 h; scaled: DMSO 0, geranylgeraniol control 100; rescue of ATP level, % at 7.49 µM; 330,000 compounds, 0.78% hits;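 active = mean ATP rescue above about 67%, or every replicate alone reaching that limit, limit read from the data, passing the limit was not always enough; inconclusive = no clear call, values can overlap the other calls; inactive = mean under the limit and some replicate under it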;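 note: myotubes were challenged with 10 µM simvastatin during compound exposure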
LGR2 antag – inhibitors of bursicon-induced LGR2 CRE-luciferase signal, primary screen, cell-based, HEK293, CRE-luciferase reporter, bursicon stimulation | bursicon-stimulated, 4 h | AID 720647, 2013 | 380,000 compounds, 0.35% hits | inhibition, % at 9.99 µM | Drosophila bursicon receptor LGR2 (rickets);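 active = drop in luminescence signal, shown as inhibition above about 50% in the replicate tests, limit read from the data, passing the limit was not always enough; inconclusive = probably only some replicates passing the limit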;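 note: agonist challenge used bursicon conditioned medium at about half maximal strength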
CASP6 VEID inh – human caspase-6 inhibitors, primary screen, biochemical, VEID-R110 fluorescence, single point, set 2; P55212; purified caspase-6, Z-VEID-R110 cleavage fluorescence; inhibition, % at 12.5 µM; 350,000 compounds, 0.53% hits; AID 686996, 2013;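 active = mean inhibition across replicates at least about 35%, with every replicate also reaching that limit, limit read from the data; inconclusive = only one of the two criteria met; inactive = neither criterion met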;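 note: 0% = median of neutral control wells and 100% = no fluorescence left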
Target sequence (P55212 24-179 limits assumed): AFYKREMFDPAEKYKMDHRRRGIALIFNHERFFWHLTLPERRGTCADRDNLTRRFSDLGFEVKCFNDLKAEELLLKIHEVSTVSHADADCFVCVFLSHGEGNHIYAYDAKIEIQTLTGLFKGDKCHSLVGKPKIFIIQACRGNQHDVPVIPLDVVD
Target sequence (P55212 194-293 limits assumed): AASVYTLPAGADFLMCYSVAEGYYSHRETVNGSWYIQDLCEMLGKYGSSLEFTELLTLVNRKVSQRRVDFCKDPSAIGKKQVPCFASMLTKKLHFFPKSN
Active calls of the source: *; u = inconclusive; x = not tested or not shown. The list is partial, so the mix of outcomes need not match the whole.

SMILES	FN deposit inh	S100A4 inh HTS	SIRT5 block	esBAF inh	Statin myotox sup	LGR2 antag	CASP6 VEID inh
C[C@H](CO)N1C[C@H](C)[C@@H](CN(C)Cc2ccc3c(c2)OCO3)Oc2ccc(NS(=O)(=O)c3ccc(F)cc3)cc2CC1=O	x	6	2	7	150*	11	2
CC(C)c1nn2c(N)c(/C=C3\C=Nc4ccccc43)c(=O)nc2s1	11	-3	3	x	x	-14	-2
COCC(=O)N(C)C[C@@H]1Oc2ncc(-c3ccccc3C)cc2C(=O)N([C@@H](C)CO)C[C@@H]1C	-5	4	-2	3	1	4	-3
Cc1ccc(C(=O)Nc2cccc3cccnc23)cc1C	3	-5	-5	25	-6	-28	-14
Cc1ccc(-c2nnn(CC(=O)N(c3ccccc3F)C(C(=O)NC3CCCC3)c3ccco3)n2)o1 (configuration not stated)	x	-4	1	-5	u	x	0
CCOC(=O)c1ccc(NC(=S)NCCc2ccc(OC)c(OC)c2)cc1	2	-3	-1	x	x	0	3
Cn1c(=O)c2c(nc(NC3CCCC3)n2C)n(C)c1=O	1	-9	1	-16	-5	-1	0
CCN(CC(=O)c1c(N)n(C)c(=O)n(C)c1=O)c1cccc2ccccc12	6	x	x	-2	14	21	x
CC(C)OC(=O)CSc1nnc(-c2ccc(Cl)cc2)n1N	-5	x	x	-4	0	x	x
O=C(Nc1ccc(F)cc1)OCCN1CCN(Cc2ccccc2)CCC1=O	3	4	0	18	-3	-27	5
Cc1noc(C)c1S(=O)(=O)Nc1ccc2c(c1)C(=O)N([C@@H](C)CO)C[C@@H](C)[C@H](CN(C)C(=O)Nc1ccc(F)cc1)OCCCC[C@H](C)O2	5	-4	1	5	x	-2	1
COc1ccc(CN2C(=O)CCC2(C)c2nnnn2C2CCCCC2)cc1 (configuration not stated)	x	-15	2	x	x	12	0
COC(=O)c1cc(Sc2c(Cl)cccc2Cl)ccn1	1	0	-1	x	x	-22	2
CCCn1c(SCC(=O)Nc2cccc(Cl)c2Cl)n[nH]c1=O	5	2	1	-12	-2	-1	2
O=C(COc1ccccc1)N[C@@H]1c2ccccc2CC[C@H]1OCc1ccccc1	-3	-7	2	-4	11	15	7
O=C1CCCN1c1cc(Cl)ccc1Cl	-3	x	x	-9	8	x	x
O=C(COC(=O)c1ccc(Br)c(S(=O)(=O)N2CCOCC2)c1)NC1CC1	0	-1	-2	-4	2	7	0
CCc1ccc(NC(=O)[C@H](C)NC(=O)C2CCN(C(=O)[C@@H](N)C(C)C)CC2)cc1	4	2	-2	6	1	1	4
Cc1ccccc1C(=O)Nc1ccc(N(C)C)c2ccccc12	-2	-1	-2	5	19	-14	0
O=C(CCc1nc2sc3c(c2c(=O)[nH]1)CCCC3)NCCc1ccccc1	-9	-4	-3	4	7	9	2
C[C@H]1CN([C@@H](C)CO)C(=O)c2cc(-c3ccc(C#N)cc3)cnc2O[C@@H]1CN(C)C(=O)c1cccnc1	5	-24	-1	-7	6	8	x
Cc1nc2nc(N)nc(OCc3ccccc3)c2nc1C	4	-9	-28	x	x	-8	2
Cc1ccc(Cc2c(C3CCCCC3)nc3c(C)cc(Br)cn23)cc1	15	2	x	x	x	-29	-2
CN1CCN(c2nc3c(c(=O)[nH]c(=O)n3C)n2CCSc2nc3ccccc3s2)CC1	11	1	6	-2	6	10	-2
CC(C)NC(=O)Nc1ccc2c(c1)C(=O)N([C@H](C)CO)C[C@H](C)[C@@H](CN(C)Cc1ccc(Cl)c(Cl)c1)OCCCC[C@@H](C)O2	0	-35	-2	0	x	6	1
Cc1cc([N+](=O)[O-])nn1CCCC(=O)Nc1sc2c(c1C(N)=O)CCC(C)C2 (configuration not stated)	-1	-1	-5	x	x	0	3
C[C@@H]1CCCCO[C@H](CN(C)Cc2ccccc2)[C@H](C)CN([C@H](C)CO)C(=O)c2cc(NS(=O)(=O)c3cccs3)ccc2O1	-9	6	8	-2	x	-17	0
CCOC(=O)c1[nH]c(=S)[nH]c1C	2	-4	-2	-4	3	-33	1
Cc1noc(C)c1S(=O)(=O)N(C)C[C@H]1OCCCC[C@@H](C)Oc2ccc(NS(=O)(=O)c3cccs3)cc2C(=O)N([C@@H](C)CO)C[C@@H]1C	x	-19	4	0	x	3	-6
CC(C)N(CCNC(=O)c1oc(=O)c2ccccc2c1-c1ccccc1)Cc1ccco1	-1	-35	x	-14	2	-35	0

As entered above:
`O=C(COC(=O)c1ccc(Br)c(S(=O)(=O)N2CCOCC2)c1)NC1CC1` @ LGR2 antag = 7
`CCc1ccc(NC(=O)[C@H](C)NC(=O)C2CCN(C(=O)[C@@H](N)C(C)C)CC2)cc1` @ S100A4 inh HTS = 2
`Cc1ccc(Cc2c(C3CCCCC3)nc3c(C)cc(Br)cn23)cc1` @ LGR2 antag = -29
`O=C1CCCN1c1cc(Cl)ccc1Cl` @ Statin myotox sup = 8
`CC(C)N(CCNC(=O)c1oc(=O)c2ccccc2c1-c1ccccc1)Cc1ccco1` @ FN deposit inh = -1
`O=C(CCc1nc2sc3c(c2c(=O)[nH]1)CCCC3)NCCc1ccccc1` @ CASP6 VEID inh = 2
`CN1CCN(c2nc3c(c(=O)[nH]c(=O)n3C)n2CCSc2nc3ccccc3s2)CC1` @ S100A4 inh HTS = 1

Going on with the list.
SMILES	FN deposit inh	S100A4 inh HTS	SIRT5 block	esBAF inh	Statin myotox sup	LGR2 antag	CASP6 VEID inh
Cc1ccc(S(=O)(=O)Nc2ccc3c(c2)C(=O)N([C@@H](C)CO)C[C@@H](C)[C@@H](CN(C)S(=O)(=O)c2c(C)noc2C)O3)cc1	x	5	1	3	4	9	3
C[C@H]1CN([C@@H](C)CO)S(=O)(=O)c2ccc(Br)cc2O[C@@H]1CN(C)C(=O)C1CC1	x	x	x	-7	15	24	x
C=CCc1cccc(/C=N/NC(=O)CNc2ccccc2OC)c1O	x	-9	-4	x	x	4	-2
CCOC(=O)c1cc(C(C)=O)n2ccccc12	-3	x	x	2	7	x	x
CCOC(=O)c1c(CC(C)C)csc1NC(=O)COC(=O)c1ccc(O)cc1	-7	-11	-6	-2	-66	8	-3
Cc1cc(Oc2ccccc2)nc(-c2ccccc2)n1	-4	x	x	5	-16	4	x
CC(=O)Nc1cccc(-c2ccnc3c2CC(C(=O)Nc2cccc(OC(F)(F)F)c2)O3)c1 (configuration not stated)	5	-3	x	10	0	9	6
O=c1[nH]c(=S)[nH]c2c1[C@H](CCc1cccc(Cl)c1)O[C@H](C1CCCC1)C2	20	-2	6	x	x	-7	-3
Cc1ccc(NC(=O)CN(C)C(=O)Cn2cc(C(F)(F)F)ccc2=O)cc1	-3	x	x	-5	8	-4	x
O=C(Nc1nc2ccccc2s1)NC1CCCCC1	2	-1	-1	x	x	-29	3
COc1ccccc1NS(=O)(=O)c1cc(C(=O)N2CCCCCCC2)ccc1C	1	4	-3	-6	-7	-6	-2
O=C(C[C@@H]1CC[C@H]2[C@@H](COC[C@@H](O)CN2Cc2nccs2)O1)NCc1ccccc1	0	4	-2	-2	-2	9	1
COC(=O)Cn1c(CCC(=O)O)ccc1-c1ccccc1	-7	-5	x	-8	5	10	4
C[C@@H]1CN([C@H](C)CO)C(=O)c2cccc(NC(=O)NC3CCCCC3)c2O[C@@H]1CN(C)Cc1ccc(C(=O)O)cc1	x	-5	1	-12	-4	-5	-3
C=CCOc1ccc(/C=C/C(=O)OC(C)C(=O)Nc2ccc(NC(C)=O)cc2)cc1 (configuration not stated)	2	-1	-4	6	-11	11	-1

Structures from the list above that contain two or more sulfur atoms:
SMILES	FN deposit inh	S100A4 inh HTS	SIRT5 block	esBAF inh	Statin myotox sup	LGR2 antag	CASP6 VEID inh
CN1CCN(c2nc3c(c(=O)[nH]c(=O)n3C)n2CCSc2nc3ccccc3s2)CC1	11	1	6	-2	6	10	-2
C[C@@H]1CCCCO[C@H](CN(C)Cc2ccccc2)[C@H](C)CN([C@H](C)CO)C(=O)c2cc(NS(=O)(=O)c3cccs3)ccc2O1	-9	6	8	-2	x	-17	0
Cc1noc(C)c1S(=O)(=O)N(C)C[C@H]1OCCCC[C@@H](C)Oc2ccc(NS(=O)(=O)c3cccs3)cc2C(=O)N([C@@H](C)CO)C[C@@H]1C	x	-19	4	0	x	3	-6
Cc1ccc(S(=O)(=O)Nc2ccc3c(c2)C(=O)N([C@@H](C)CO)C[C@@H](C)[C@@H](CN(C)S(=O)(=O)c2c(C)noc2C)O3)cc1	x	5	1	3	4	9	3

(list continues)
SMILES	FN deposit inh	S100A4 inh HTS	SIRT5 block	esBAF inh	Statin myotox sup	LGR2 antag	CASP6 VEID inh
Cc1cc(C(=O)OCC(=O)NC2CCS(=O)(=O)C2)c2ccccc2n1 (configuration not stated)	4	33	3	x	x	15	2
COc1cccc(-c2cc(C(=O)NCc3cccs3)no2)c1	1	-6	-3	72*	12	-50	0
CN(Cc1cnn(C)c1)C(=O)c1sc2cccc(Cl)c2c1Cl	-11	x	x	0	3	x	x
Cc1noc(C)c1NC(=O)Nc1ccc2c(c1)C(=O)N([C@H](C)CO)C[C@H](C)[C@H](CN(C)Cc1ccc(C(=O)O)cc1)OCCCC[C@H](C)O2	x	x	x	-4	8	18	x
COc1ccccc1-c1ccc2c(c1)O[C@@H](CN(C)C(=O)Nc1ccccc1)[C@@H](C)CN([C@H](C)CO)S2(=O)=O	x	-5	0	6	28	9	1
CCOc1ccccc1NC(=O)c1sc2ncn(CC(=O)N3CCOCC3)c(=O)c2c1C	1	-4	4	-3	-12	-6	-1
CCCC#Cc1ccc2c(c1)O[C@@H](CN(C)C(=O)CN(C)C)[C@H](C)CN([C@H](C)CO)S2(=O)=O	0	0	-1	-3	0	11	-2
COc1ccccc1CNC(=O)COC(=O)c1ccccc1SCC(=O)N1CCCC1	4	-2	2	2	-3	-13	2
CCN(CC(=O)Nc1ccc(NC(C)=O)cc1)C(=O)CSCC(=O)Nc1ccc(C)cc1	2	-1	-2	3	11	-19	1
CCOC(=O)c1c(NC(C)=O)sc2c(O)c(Br)ccc12	-13	x	x	0	19	x	x
COc1cccc(S(=O)(=O)N[C@@H]2CC[C@@H](CC(=O)NCc3ccccc3)O[C@@H]2CO)c1	x	0	-3	-3	6	-13	1
O=C(CSc1nc2ccccc2c(=O)n1CC1CCCO1)NCCc1ccccc1 (configuration not stated)	0	8	3	-1	5	2	-1
O=C1O[C@H](c2ccccc2)[C@H](c2ccccc2)N2[C@H]1[C@@H](C(=O)N1CCCCCCC1)[C@]1(C(=O)Nc3ccccc31)[C@H]2c1ccccc1OCCO	x	-1	-6	x	x	x	-4

2 compounds drawn at random from those above, as already listed:
SMILES	FN deposit inh	S100A4 inh HTS	SIRT5 block	esBAF inh	Statin myotox sup	LGR2 antag	CASP6 VEID inh
O=C(CSc1nc2ccccc2c(=O)n1CC1CCCO1)NCCc1ccccc1 (configuration not stated)	0	8	3	-1	5	2	-1
CCCC#Cc1ccc2c(c1)O[C@@H](CN(C)C(=O)CN(C)C)[C@H](C)CN([C@H](C)CO)S2(=O)=O	0	0	-1	-3	0	11	-2
